# Screening data deposited in PubChem BioAssay by several laboratories.
# sdo1 growth = restores growth of sdo1-depleted yeast; S. cerevisiae sdo1-depleted JHY4D growth rescue, OD600 30 h; active compounds read high; pdr5 snq2 efflux-pump mutant strain; z-score at 10 µM; hit rate 0.21% among 140,000;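 active = z-score above 3 at both the 24 hr and the 30 hr optical density reads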;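 also: z-score against mean and SD of all compound wells on the same plate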
# Insulin prom inh = TRM-6 insulin promoter activity inhibition | TRM-6 cells (human fetal islet line), insulin promoter-eGFP reporter, imaging; reporter expression induced with tamoxifen | hit rate 0.9% among 130,000 | AID 1273 | inhibition, % at 2 µM;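 active = inhibition above the mean plus 3 SD, with well images judged a real hit on visual review, cut at about 60% in these data, passing the limit was not always enough; inconclusive = inhibition over the cutoff but images rejected on review; inactive = inhibition not above the cutoff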
# sdo1 growth Rescue 24 h = second read-out of sdo1 growth, no call of its own (marks repeat the call); z-score; S. cerevisiae sdo1-depleted JHY4D growth rescue, OD600; measured here: growth rescue at 24 h;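 0 is the plate mean of compound wells and units are plate SD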
# The depositor's hits bear a star; u = inconclusive; x = no result given.
sdo1 growth Rescue 24 h | Insulin prom inh | SMILES | sdo1 growth
-0.88 | 16.9 | O=[N+]([O-])c1cc(S(=O)(=O)N2CCCC2)ccc1NN=C1CCCC1 | -0.71
-0.66 | x | CCN(C(=O)c1cn(CC)c(=O)c2cc(OC)c(OC)cc12)c1ccccc1C | -0.43
-1.48 | 15.0 | Cc1cccc(CSc2nc3ccncc3n2CC(=O)Nc2ccc(C)c(C)c2)c1 | -1.03
-0.7 | -33.3 | C/C(N)=C(/C#N)C(=O)CSc1nnc(-c2ccc(OC(F)F)cc2)o1 | -0.15
-0.18 | x | COC(=O)C1=C(C)N(C)C(C)=C(C(=O)OC)C1c1ccsc1 | -0.39
-0.16 | -11.4 | CCn1c(SCC(=O)Nc2nc(-c3ccc(C)cc3)cs2)nnc1-c1ccccc1 | -0.82
0.07 | x | COc1ccc(OC)c(C2CC(=O)N3CN(c4ccccc4)CSC3=C2C#N)c1 (stereo unspecified) | 0.7
-0.09 | -34.2 | COc1ccc(NC(=O)c2ccc(CN3CCN(c4ccccc4)CC3)cc2)cc1OC | 0.3
0.71 | x | CCN(CC)CCCNC(=O)c1cn(CCOC)c(=O)c2c1c1ccccc1n2C | 1.47
x | -13.3 | O=C(c1ccc(S(=O)(=O)NCc2ccco2)cc1)N1CCN(Cc2ccc3c(c2)OCO3)CC1 | x
x | -8.3 | O=C(O)/C=C/C(=O)Nc1ccc(NC(=O)c2ccccc2)c(Cl)c1 | x
-0.82 | 20.0 | Cc1cc(Cl)ccc1OC(C)C(=O)NCCc1ccc2c(c1)OCCO2 (stereo unspecified) | -0.55
0.31 | x | O=C(NCCc1ccccc1)C1CCN(c2nc3ccccc3o2)CC1 | -0.26
-0.98 | x | CCC(Sc1nc(C)cc(=O)[nH]1)C(=O)Nc1ccc(Cl)cn1 (stereo unspecified) | -0.77
0.76 | 43.8 | COc1ccc(CCN2CN(S(=O)(=O)c3ccc(C)cc3)c3nc4ccccc4nc32)cc1OC | 0.36
-1 | -8.3 | O=C(Nc1ccc2c(c1)OCO2)c1ccc(CN2CCOCC2)cc1 | -0.42
0.9 | x | O=C(CN1CCOCCOCCN(CC(=O)Nc2ccccc2)CCOCC1)Nc1ccccc1 | 1.03
1.32 | 30.0 | CCN(Cc1ccccc1)S(=O)(=O)c1ccc(S(=O)(=O)N(Cc2ccccn2)Cc2ccco2)cc1 | -0.6
-1.63 | 35.7 | Cc1[nH][nH]c(=O)c1C(c1ccc(-c2ccc(Cl)cc2)o1)c1c(C)[nH][nH]c1=O | -2.18
-0.47 | x | COc1ccc(-n2c(C)cc(C(=O)CN3C(=O)c4ccccc4C3=O)c2C)cc1 | -0.4
-0.36 | -18.8 | CCN1C(=O)C(O)(CC(=O)c2cc(C)ccc2C)c2ccccc21 (stereo unspecified) | -0.09
1.07 | -269.2 | CCNC(=S)N1CCN(c2ccccc2OCC)CC1 | 0.67
x | 78.6* | COc1ccc(N(CC(=O)Nc2nccs2)S(=O)(=O)c2c(C)[nH]c(=O)[nH]c2=O)cc1 | x
x | -50.0 | COc1ccc(C2CC(=O)N(C)c3ccccc3S2)cc1 (stereo unspecified) | x
x | -13.3 | Cc1ccc(-c2nnn(CC(=O)N(c3ccccc3)C(C(=O)NCC3CCCO3)c3cccs3)n2)o1 (stereo unspecified) | x
1.02 | x | CN1/C(=C\C(=S)NC(=O)c2ccc([N+](=O)[O-])cc2)C(C)(C)c2ccccc21 | -0.35
1.23 | x | CCOC(=O)C1=C(C)NC(=O)NC1c1ccc(OC(=O)c2ccco2)c(OC)c1 (stereo unspecified) | 1.53
-0.19 | -300.0 | CC(C)(C)C1CCC(=O)C(C2(O)C(=O)Nc3ccccc32)C1 (stereo unspecified) | 0.52
x | 30.0 | Cc1csc(NC(=O)Nc2ccccc2[N+](=O)[O-])n1 | x
-0.79 | 35.3 | CCn1nc(C(=O)OCC(=O)Nc2ncc(Cl)c(C)c2Cl)c2ccccc2c1=O | 0.31
x | 2.9 | Cc1ccc(NC(=O)CNC2CCS(=O)(=O)C2)cc1C (stereo unspecified) | x
0.13 | x | COC(=O)C(C)NS(=O)(=O)c1ccc(NC(C)=O)cc1 (stereo unspecified) | 0.48
1.95 | 21.4 | Cc1nc(NC(=O)c2ccccc2)sc1-c1csc(N)n1 | 1.41
x | -61.1 | C=CCN(c1ccccc1)S(=O)(=O)c1ccc(Cl)c(C(=O)OCC(=O)N(C)C2CCS(=O)(=O)C2)c1 (stereo unspecified) | x
-0.35 | x | Cc1nc2c3c4c(sc3n3c(SCC(=O)NCc5ccco5)nnc3n2n1)COC(C)(C)C4 | 0.77
-0.28 | 11.6 | CCOC(=O)N1CCN(C(=O)CN(Cc2ccc(Cl)cc2)S(=O)(=O)c2ccccc2)CC1 | -0.41
-0.07 | 34.2 | O=C(COc1ccccc1)Nc1nc2ccccc2[nH]1 | 0.03
-0.75 | -45.0 | Cc1nn(Cc2ccc(Cl)cc2Cl)c(C)c1NC(=O)C1C2CCC(O2)C1C(=O)O (stereo unspecified) | -0.02
-0.98 | -40.6 | Cc1nc(Cl)sc1C(=O)Nc1cccc(Cl)c1C | -0.37
-0.72 | -7.1 | CCOCCCNC(=O)C1CCCN1S(=O)(=O)c1ccc(Cl)cc1 (stereo unspecified) | -0.56
x | 41.2 | Cc1cc(C)nc(NS(=O)(=O)c2ccc(N/C=C\C(=O)c3cccs3)cc2)n1 | x
0.61 | x | COC(=O)CCSCC(=O)Nc1nnc(C)s1 | 0.95
-0.11 | 16.2 | O=C(Nc1ccc(N2CCN(C(=O)c3ccc(Cl)cc3)CC2)cc1)c1cccnc1 | -0.09
1.03 | x | O=C(Cc1ccc(Cl)c(Cl)c1)OCC(=O)c1ccc[nH]1 | 0.23
-1.06 | -2.9 | CSc1ccc(S(=O)(=O)NCc2ccc(Cl)cc2)cc1 | -2.08

# Of the compounds above, 5 have an NH in an aromatic ring.
sdo1 growth Rescue 24 h | Insulin prom inh | SMILES | sdo1 growth
-0.98 | x | CCC(Sc1nc(C)cc(=O)[nH]1)C(=O)Nc1ccc(Cl)cn1 (stereo unspecified) | -0.77
-1.63 | 35.7 | Cc1[nH][nH]c(=O)c1C(c1ccc(-c2ccc(Cl)cc2)o1)c1c(C)[nH][nH]c1=O | -2.18
x | 78.6* | COc1ccc(N(CC(=O)Nc2nccs2)S(=O)(=O)c2c(C)[nH]c(=O)[nH]c2=O)cc1 | x
-0.07 | 34.2 | O=C(COc1ccccc1)Nc1nc2ccccc2[nH]1 | 0.03
1.03 | x | O=C(Cc1ccc(Cl)c(Cl)c1)OCC(=O)c1ccc[nH]1 | 0.23

# An excerpt of these results, tab-delimited.
compound	sdo1 growth Rescue 24 h	Insulin prom inh	sdo1 growth
CCOC(=O)N1CCN(C(=O)CN(Cc2ccc(Cl)cc2)S(=O)(=O)c2ccccc2)CC1	-0.28	11.6	-0.41
O=C(COc1ccccc1)Nc1nc2ccccc2[nH]1	-0.07	34.2	0.03
Cc1nn(Cc2ccc(Cl)cc2Cl)c(C)c1NC(=O)C1C2CCC(O2)C1C(=O)O (stereo unspecified)	-0.75	-45.0	-0.02

# Remaining list, next part:
sdo1 growth Rescue 24 h | Insulin prom inh | SMILES | sdo1 growth
0.53 | 28.1 | CCOC(=O)c1cc2occc2n1CC(=O)N1CCOCC1 | 0.63
x | -168.4 | Cc1ccc(/C(N)=N/OC(=O)CSc2ccccc2)cc1 | x
x | -28.6 | Cc1cc(C)cc(OCc2nc3ncc(Br)cc3[nH]2)c1 | x
-1.09 | 15.4 | CCN(CC)C(=O)Oc1cc(=O)n2c3c(cccc13)CCC2 | -0.78
-0.28 | x | COc1ccc(/C=N/NC(=O)Cc2csc(Nc3cccc(C(F)(F)F)c3)n2)cc1C | -1.05
-0.61 | 18.2 | CCOc1cccc(C2C(C(=O)c3ccc(C)o3)=C(O)C(=O)N2Cc2ccncc2)c1 (stereo unspecified) | 0.58
-0.68 | 16.2 | CC(C)C(CCNC(=O)CC(Cc1ccccc1)c1ccco1)c1ccco1 (stereo unspecified) | -0.7
0.26 | x | COc1ccc(C=NCC2OCCc3ccccc32)cc1OC (stereo unspecified) | 0.69
0 | -40.6 | CCc1cc(-c2n[nH]c(=S)n2CC(C)C)cs1 | -0.6
x | 6.7 | CC#CC[N+](C)(CC#CC)CC(=O)c1ccccc1 | x
-0.49 | x | COc1cc(CNCc2ccccn2)ccc1OCC(=O)NC1CCCCC1 | 0.25
-1.59 | -10.3 | COc1ccc(N2CCN(C(c3cc(OC)ccc3OC)c3nnnn3CC3CCCO3)CC2)cc1 (stereo unspecified) | -1.06
2.29 | 44.4 | CCOC(=O)c1c(NC(C)=O)sc2c(OC)cccc12 | 0.36
-0.5 | x | COc1ccc(C)cc1-n1nnnc1SCc1cc(=O)n2cc(C)ccc2n1 | -0.5
0.09 | 51.4 | O=C(OCc1ccc(C(=O)c2ccccc2)cc1)c1cccc(-c2nnc(-c3ccccc3)o2)c1 | 0.47
2.47 | -8.3 | CC(C)(C)NC(=O)NC(=O)COc1ccccc1C#N | 1.72
1.56 | x | COc1ccc(CCNC(=O)CN(C2CCCCC2)S(C)(=O)=O)cc1OC | 1.02
x | -13.8 | Cc1ccc2ccc(C3C(=O)c4ccccc4C3=O)nc2c1 | x
-1.01 | x | Cc1ccc(/C=C/C(=O)c2nc3ccccc3[nH]2)cc1 | -1.88
0.43 | 27.3 | N#CC1=C2SCN(Cc3ccco3)CN2C(=O)CC1c1ccc(Cl)cc1 (stereo unspecified) | 0.9
0.14 | x | Cc1ccc(S(=O)(=O)N2CCN(S(C)(=O)=O)C2)cc1 | 0.55
-0.56 | -125.0 | S=C1COC(c2ccccc2)N1c1ccccc1 (stereo unspecified) | 0.1
x | -36.4 | COc1ccc(-c2cn(-c3ccc(C)cc3C)c(=O)[nH]2)cc1OC | x
-0.37 | 46.0 | Cc1ccc(CN2CCN(/N=C/c3ccc(C(=O)O)cc3)CC2)cc1 | 0.33
1.94 | -62.5 | CCOc1ccccc1C1C(C(N)=O)=C(C)Nc2nc(-c3ccc(OC)cc3)nn21 (stereo unspecified) | 2.12
0.75 | 5.7 | O=C(O)c1ccc(C(=O)Nc2cccc(NC(=O)C3CCCO3)c2)cc1 (stereo unspecified) | 1.34
-0.27 | -61.1 | CCC(c1nc2ccccc2c(=O)n1-c1nc2ccccc2s1)N1C(=O)c2ccccc2C1=O (stereo unspecified) | -1.42
-0.78 | x | COc1ccc(-c2c(C)nn3c(N4CCC5(CC4)OCCO5)cc(C)nc23)cc1OC | -1.03
-0.72 | 7.0 | CN(c1ccc(S(=O)(=O)N2CCOCC2)cn1)C1CCCCC1 | -0.45
-0.8 | 20.0 | C=C(C)C1CC=C(C)/C(=N/NC(=O)COc2cccc3ccccc23)C1 (stereo unspecified) | -0.98
-0.46 | 0.0 | COCCNS(=O)(=O)c1cc(F)ccc1OC | -0.17
1.75 | x | COc1ccc(-c2ccnc(SCC(=O)c3ccc(OC)c(OC)c3)n2)cc1 | 0.54
x | 0.0 | O=C(COc1ncnc2ccccc12)NCCc1ccc(F)cc1 | x
-0.78 | -12.5 | O=C(O)CCCCCn1c(SCc2cc(=O)n3ccccc3n2)nc2ccsc2c1=O | 0.37
-1.11 | 0.0 | Cc1ccc(-c2nc3ccccc3s2)cc1S(=O)(=O)N1CCOCC1 | -0.77
1.52 | x | CN(C)/C=c1\sc2c(C#N)cc(C(=O)c3ccc(Br)cc3)n2c1=O | 0.84
-1.06 | 8.7 | CCOC(=O)CSc1nc(-c2ccccc2)nc2ccccc12 | -1.08
1.29 | -69.2 | Cn1c(=O)[nH]c(=O)c2c1nc1n2CCCS1 | 1.23
-0.44 | 45.0 | Cc1onc(-c2ccccc2Cl)c1C(=O)Nc1sc2c(c1C(N)=O)CCC(C)C2 (stereo unspecified) | -1.57
-0.94 | 37.5 | O=C(CSc1nc2ccccc2s1)N1CCN(C(=O)c2ccco2)CC1 | 0.26
0.75 | -104.8 | CC(C)C(=O)Nc1ccc(C(=O)NCc2cccnc2)cc1 | 0.7
-0.12 | -36.4 | CC1C2CC(C(CN(C)C)/C2=N/O)C1(C)C (stereo unspecified) | 0.45
-1.37 | u | Cc1ccc(-c2cc(-c3ccccc3Cl)[nH]n2)c(O)c1 | -2.67
-1.01 | 26.1 | N/C(=N\OS(=O)(=O)c1ccccc1)c1ccccn1 | -1.2
-1.32 | 30.4 | O=C(NC(=S)Nc1ccc(Oc2ccccc2)cc1)c1ccc(Cl)cc1 | -1.97
-0.43 | x | CCN(CC)C(=S)SCC(=O)c1c(C)[nH]c2ccccc12 | -0.68
0.94 | -21.4 | COc1ccc(N2CCN(C(=O)CNC(=O)Cn3c(C)cc4ccccc4c3=O)CC2)cc1 | 1.13
-0.94 | x | Cc1cccc(-c2nc(CS(=O)CC(=O)NCCCSC3CCCCC3)c(C)o2)c1 (stereo unspecified) | -1.68
-0.61 | 43.8 | Cc1cc(N2CCN(C)CC2)nc2ccc(NC(=O)CCC(=O)NCc3ccco3)cc12 | 0.19
-0.51 | -1.8 | Cc1ccc(-c2noc(CCCC(=O)Nc3cccnc3)n2)cc1 | -1.14
x | 27.3 | O=C(Cc1ccc(Br)cc1)Nc1cccc(-c2cn3c(n2)SCC3)c1 | x
0.59 | x | CCC1CCCCN1C(=O)N[C@@H](CCSC)C(=O)OC (stereo partly specified) | 0.83
-0.2 | -2.6 | COC(=O)c1cn(NC(=O)c2cc(OC)c(OC)c(OC)c2)c(=O)c2ccccc12 | -0.91
-0.32 | 0.0 | Cc1cccc(N(CC(=O)NCc2ccccc2)C(=O)Cn2nnc(-c3ccc(C)o3)n2)c1 | -0.25
x | -3.7 | COC(=O)c1nn(-c2ccc(OC)cc2)c(=O)cc1O | x
0.57 | 100.0* | O=C(O)[C@H]1CCCC[C@H]1C(=O)NCCNC(=O)[C@@H]1CCCC[C@@H]1C(=O)O | 0.31
1.02 | x | CCOC(=O)C(C(=O)OCC)N(C#N)c1nc(SC)nc(N(C)C)n1 | 0.53
x | -13.3 | CCC(=O)c1ccc(OC(C)C(=O)NC2(C#N)CCCCC2)cc1 (stereo unspecified) | x
